5HT1E antag: 5-HT1E receptor antagonists, primary screen, cell-based, HTS. 5-hydroxytryptamine receptor 1E (Homo sapiens), P28566. CHO 5-HT1E Ga15 NFAT-bla reporter, FRET, antagonist. inhibition, % at 6 µM. actives 0.99% (n = 65,000);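 active = inhibition above a set limit, the mean inhibition across every tested compound plus 3 SD, cut at about 29% in these data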;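 also: signal is the 460 over 535 nm emission ratio of beta-lactamase substrate; 0% = agonist plus DMSO wells and 100% = wells without agonist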
NADH enzymes: inhibitors of PK/LDH coupling enzymes, profiling panel, artefact control, biochemical, MLSMR library | coupled PK/LDH NADH assays, four targets | actives 0.02% (n = 65,000) | AID 774, 2007 | IC50, µM (series often up to 10 µM), for the others: at the top dose inhibition;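 active = single-dose screening hits from any of four coupled enzyme assays that gave an IC50 when retested across doses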;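 also: the DPM-DC format reads NADH fluorescence rather than 340 nm absorbance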
Ecoli tolC: growth inhibitors of E. coli tolC mutant, primary screen, strain BW25113 ΔtolC::kan, 384-well. OD615. growth inhibition, % at 10 µM (by protocol). actives 2.2% (n = 65,000). AID 573, 2007;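 active = growth inhibition at or above a cutoff equal to the mean over every tested compound plus 3 SD, cut at about 60% in these data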;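 also: growth measured after 20 h incubation at 37 °C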
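Test system: tolC-deleted E. coli BW25113; medium: LB with kanamycin 50 µg/mL; compound: single-point testing at 10 µM; incubation: 20 h compound exposure of bacteria at 37 °C; signal: OD at 615 nm; evaluation: growth inhibition in percent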
RORa activator: activators of orphan receptor RORA, primary screen, cell-based, luminescence; actives 1.5% (n = 65,000); CHO-K1 Gal4-RORA LBD luciferase reporter; percent increase over mock-subtracted basal signal; activation, % at 10 µM; AID 560, 2006; Nuclear receptor ROR-alpha (Homo sapiens), P35398;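 active = activation above the mean of all tested compounds plus 3 SD, cut at about 49% in these data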;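 also: 0% = DMSO-treated RORA cells and 100% = added signal equal to DMSO minus mock-transfected cells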
Target sequence (P35398 whole entry, looked up, the tested form may be a part): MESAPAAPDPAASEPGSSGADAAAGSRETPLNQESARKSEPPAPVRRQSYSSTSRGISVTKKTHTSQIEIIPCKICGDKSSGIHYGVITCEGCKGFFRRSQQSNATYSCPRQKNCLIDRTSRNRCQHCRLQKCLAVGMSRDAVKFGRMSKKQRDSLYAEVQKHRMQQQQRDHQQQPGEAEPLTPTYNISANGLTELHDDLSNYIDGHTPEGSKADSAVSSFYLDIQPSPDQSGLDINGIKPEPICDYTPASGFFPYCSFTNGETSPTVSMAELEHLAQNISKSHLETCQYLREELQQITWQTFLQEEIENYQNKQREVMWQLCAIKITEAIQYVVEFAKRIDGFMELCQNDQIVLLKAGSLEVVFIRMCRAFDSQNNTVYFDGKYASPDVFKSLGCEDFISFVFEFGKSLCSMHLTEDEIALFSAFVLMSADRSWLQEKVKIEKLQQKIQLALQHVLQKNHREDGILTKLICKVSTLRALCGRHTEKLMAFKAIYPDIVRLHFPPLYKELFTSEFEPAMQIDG
SF-1 act: activators of human SF-1, primary screen, cell-based, CHO-K1, Gal4-SF-1 LBD, luciferase luminescence; Steroidogenic factor 1 (Homo sapiens), Q13285; CHO-K1 Gal4-SF-1 LBD luciferase reporter; % increase over DMSO SF-1-specific signal; activation, % at 10 µM; actives 1.9% (n = 65,000); AID 522, 2006;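 active = activation above the mean activation of all tested compounds plus 3 SD, cut at about 50% in these data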
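Material: CHO-K1 cells with Gal4–hSF-1 LBD chimera plus Gal4-driven luciferase / Input: 4,000 CHO-K1 cells per well / Incubation: compound exposure 20 h at 37 °C / Signal: luminescence read 15 min after SteadyLite luciferase reagent, after room-temperature equilibration / Read-out: percent activation versus DMSO / Benchmarks: DMSO negative control and −SF1 background wells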
5-HT1A blocker: human 5-HT1a receptor antagonists, primary screen, cell-based, CHO, Ga15 NFAT-bla reporter; 5-hydroxytryptamine receptor 1A (Homo sapiens), P08908; CHO 5-HT1a Ga15 NFAT-bla reporter, antagonist mode; inhibition, % at 10 µM; actives 0.68% (n = 62,000); AID 612, 2007;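 active = inhibition above the mean of all tested compounds plus 3 SD, cut at about 43% in these data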;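 also: receptor stimulated by 5-CT agonist at 100 nM near EC80; beta-lactamase reporter measured by ratiometric fluorescence of a cleavable substrate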
Target sequence (P08908 whole entry, looked up): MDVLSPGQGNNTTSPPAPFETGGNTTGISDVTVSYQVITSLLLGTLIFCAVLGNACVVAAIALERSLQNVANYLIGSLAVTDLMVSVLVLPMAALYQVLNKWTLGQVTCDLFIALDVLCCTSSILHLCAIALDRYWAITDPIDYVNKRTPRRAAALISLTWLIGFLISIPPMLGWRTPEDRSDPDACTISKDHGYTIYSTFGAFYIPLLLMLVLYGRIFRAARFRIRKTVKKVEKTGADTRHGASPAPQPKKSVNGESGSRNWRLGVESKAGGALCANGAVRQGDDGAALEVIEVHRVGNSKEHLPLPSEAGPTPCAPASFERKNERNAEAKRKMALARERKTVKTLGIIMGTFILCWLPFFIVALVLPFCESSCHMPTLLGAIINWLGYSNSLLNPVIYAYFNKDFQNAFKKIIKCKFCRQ
5HT1E ag: 5-HT1E receptor agonists, primary screen, cell-based, HTS; actives 0.69% (n = 65,000); activation, % at 6 µM; CHO 5-HT1E Ga15 NFAT-bla reporter, FRET; 0% DMSO wells, 100% control agonist wells; 5-hydroxytryptamine receptor 1E (Homo sapiens), P28566; AID 574, 2007;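 active = activation above a set limit, the screen-wide mean activation plus 3 SD, cut at about 8.5% in these data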;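 also: 100% = positive control agonist at 1 µM giving full maximal response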
MMP-13 inhibitor: human MMP13 inhibitors, primary screen, biochemical, FRET peptide cleavage | Collagenase 3 (Homo sapiens), P45452 | MMP-13 fTHP FRET cleavage, Mca fluorescence | inhibition, % at 4 µM | actives 0.07% (n = 65,000) | AID 570, 2006;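 active = inhibition above the mean of compound-free control plate wells plus 3 SD, cut at about 14% in these data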;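 also: 0% = DMSO wells and 100% = wells with reference MMP-13 inhibitor after basal subtraction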
HTR1A agonist: human 5-HT1a receptor agonists, primary screen, cell-based, CHO, Ga15 NFAT-bla reporter | 5-hydroxytryptamine receptor 1A (Homo sapiens), P08908 | CHO 5-HT1a Ga15 NFAT-bla reporter, FRET ratio; 0% basal, 100% maximal reference agonist | activation, % at 10 µM | actives 0.56% (n = 65,000) | AID 567, 2006;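 active = activation above the screen-wide mean activation plus 3 SD, cut at about 19% in these data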;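 also: 0% = DMSO wells and 100% = 5-CT at EC100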
The depositor's hits bear a star; . = not tested or not shown; [ ] = another dose, or the depositor's remark.

item	molecule	5HT1E antag	NADH enzymes	Ecoli tolC	RORa activator	SF-1 act	5-HT1A blocker	5HT1E ag	MMP-13 inhibitor	HTR1A agonist
1	CC(C)c1nc(N2CCOCC2)c(C#N)c2c1CCC2	10	5%	0	-17	2	.	-0.1	-40	-0.2
2	Cc1cc(S(=O)(=O)NCc2ccc(S(N)(=O)=O)cc2)c(C)s1	6	4%	-13	-10	30	0	-0.6	2	-5.7
3	Cn1c(=N)c(S(=O)(=O)c2ccc(Cl)cc2)cc2c(=O)n3ccccc3nc21	-2	6%	-1	-4	12	6	1.1	-38	0.3
4	N#CCCNC(=O)CCN1CCOCC1	-6	10%	-16	-10	-21	13	0.8	-3	-0.1
5	O=C(Nc1ccc(S(=O)(=O)N2CCCCCC2)cc1)c1ccco1	0	2%	15	63*	33	-14	-1.3	-5	3.9
6	O=c1[nH]c2sc3c(c2c(=O)n1Cc1ccccc1)CCC3	1	4%	18	-12	9	.	0.2	-1	3.0
7	Cc1cc2oc(=O)cc(CN3CCN(Cc4ccc5c(c4)OCO5)CC3)c2cc1C	4	3%	27	2	2	6	-0.6	-3	0.0
8	Cc1cc(S(=O)(=O)N2CCCC2)ccc1OCC(=O)NCc1ccco1	-13	5%	-4	9	-7	-2	-0.6	0	-2.6
9	Cn1c(SCC(=O)N2CCOCC2)nnc1-c1ccccc1	-3	5%	-16	-10	17	-1	0.4	5	-1.4
10	CCOc1ccc(-c2cc(CCCC(=O)NCCCOC)no2)cc1	-15	6%	-3	-58	-58	6	0.8	3	1.4

(cont.)
item	molecule	5HT1E antag	NADH enzymes	Ecoli tolC	RORa activator	SF-1 act	5-HT1A blocker	5HT1E ag	MMP-13 inhibitor	HTR1A agonist
11	CCOC(=O)N1CCN(C(=O)CNS(=O)(=O)c2cccs2)CC1	-2	0%	-5	10	-4	-5	-1.3	5	1.3
12	Cc1nc(NC(C)C(=O)O)c2nc(C)oc2n1 (centres undefined)	6	2%	-17	4	7	1	-0.6	-3	-1.6
13	COc1ccccc1Nc1ncnc2ccccc12	0	1%	-1	10	19	6	-0.8	0	-3.4
14	CCOC(=O)c1ccc2[nH]cc(C(C)=O)c(=O)c2c1	9	2%	-6	4	1	-8	-0.1	0	-0.2
15	O=C(O)c1sccc1S(=O)(=O)c1ccccc1	-2	11%	-22	-12	6	-10	0.4	10	-2.8
16	CCc1nc(C)ccc1OCC(=O)O	-2	4%	-6	5	16	-2	1.1	2	-3.7
17	CCN(C(=O)c1c(OC)cccc1OC)c1nnc(-c2cccnc2)s1	-3	2%	3	-10	-5	-3	0.0	-3	0.3
18	O=C(CN1C(=O)CCC1=O)Nc1nc(-c2cccs2)cs1	14	3%	8	2	-20	12	-0.1	-2	-1.6
19	O=C(NCCN1CCN(C(=O)NC2CCCCC2)CC1)NC1CCCCC1	-8	8%	-11	14	3	-16	1.0	0	-2.2
20	CCC(CC)C(=O)NCc1ccccc1Cl	-6	5%	0	5	-19	1	0.2	-1	-0.2

Continuation.
item	molecule	5HT1E antag	NADH enzymes	Ecoli tolC	RORa activator	SF-1 act	5-HT1A blocker	5HT1E ag	MMP-13 inhibitor	HTR1A agonist
21	Cn1c(=O)c2c(ncn2CC(=O)N(Cc2ccccc2)c2ccccn2)n(C)c1=O	6	4%	-20	-4	9	-1	-1.1	6	1.0
22	CCOC(=O)CCn1c(CC(=O)OCC)nc2ccccc21	1	2%	-3	8	-3	9	-0.1	6	-5.0
23	NS(=O)(=O)c1ccc(CNC(=O)NC2(c3ccccc3)CC2)cc1	6	1%	-9	2	9	1	0.2	-1	-3.7
24	CNC(=O)NCC12CC3CC(CC(C3)C1)C2	-1	5%	2	4	8	3	-0.9	4	-1.5
25	COc1ccc2occ(NC(C)=O)c2c1	-1	3%	-5	-7	9	1	0.1	5	1.5
26	COC(=O)c1ccc(CSc2nc3c(c(=O)n2-c2ccc(C)cc2)SCC3)o1	-2	3%	35	-23	6	5	0.9	10	2.6
27	O=C(c1cccc(S(=O)(=O)N2CCCCC2)c1)N1CCCCC1	-2	0%	-11	-6	19	12	-0.7	4	-5.4
28	O=C(CSc1ncn(-c2ccccc2)n1)NCc1ccccc1	3	5%	-2	-4	2	-20	-0.3	4	0.7
29	Cc1ccc(N2CC(C(N)=O)CC2=O)cc1C (centres undefined)	-6	5%	-16	-3	0	-14	-0.2	-3	0.4
30	Cc1cc(OCC(=O)Nc2cc(-c3nn4c(C)nnc4s3)ccc2C)ccc1Cl	-2	4%	-18	-3	-1	-11	-0.6	-3	1.0

The listing continues:
item	molecule	5HT1E antag	NADH enzymes	Ecoli tolC	RORa activator	SF-1 act	5-HT1A blocker	5HT1E ag	MMP-13 inhibitor	HTR1A agonist
31	COc1cccc2cc(C(=O)N(C)C)c(=O)oc12	-13	0%	1	1	-1	-8	0.2	-1	-2.2
32	CC(=O)Nc1ccc2oc(-c3ccccc3Br)nc2c1	-8	11%	0	-8	11	-14	0.8	-25	-0.9
33	O=P(O)(CCCP(=O)(O)CCc1ccccc1)CCc1ccccc1	0	4%	2	-12	-7	2	0.0	-3	-4.2
34	CC(=NCc1ccco1)c1c(O)n(C2CCCCC2)c(=O)[nH]c1=O	-5	8%	11	-16	15	-17	0.5	4	1.8
35	Cc1c(NC(=O)C2CC(c3c(F)cccc3Cl)=NO2)c(=O)n(-c2ccccc2)n1C (centres undefined)	8	3%	-11	5	-7	-4	-0.6	-1	-4.9
36	CC(C)(C)n1ncc2c(=O)n(Cc3c(F)cccc3Cl)cnc21	4	3%	14	9	-8	5	-0.3	1	-0.5
37	O=C(CCC(=O)OCCCC(F)(F)C(F)(F)F)Nc1ccccc1	-5	2%	-7	-6	-5	0	0.4	-2	0.7
38	N#CC(C(=O)Nc1ccccc1)=C1CCCCC1	-5	3%	-6	19	8	7	-1.2	7	-1.4
39	COc1ccc(-c2noc(CN3CCN(c4ccccc4)CC3)n2)cc1	-6	5%	8	-22	-9	-12	0.4	-10	-5.5
40	CCOC(=O)C1CCCN(C(=O)c2cn(CC)c(=O)c3cc(OC)c(OC)cc23)C1 (centres undefined)	9	3%	4	-2	-9	-18	0.3	0	-0.9

New compounds follow:
item	molecule	5HT1E antag	NADH enzymes	Ecoli tolC	RORa activator	SF-1 act	5-HT1A blocker	5HT1E ag	MMP-13 inhibitor	HTR1A agonist
41	Cn1c(=O)c2c(nc(SCc3ccccn3)n2C)n(C)c1=O	12	7%	-19	-4	-15	-2	-1.8	0	-1.6
42	C=CCn1c(N2CCCCCC2)nc2c1c(=O)n(C)c(=O)n2C	0	7%	9	5	4	-3	0.2	0	-0.6
43	O=C(Nc1ccc(N2CCN(C(=O)c3ccco3)CC2)cc1)c1ccc(F)cc1	-3	4%	4	-5	8	8	-0.5	-2	-2.8
44	COc1ccc(OCC(=O)Nc2ncc3c(n2)CC(C)(C)CC3=O)cc1	-8	1%	12	-2	4	3	-0.6	7	-4.6
45	COc1ccc(CCNC(=O)CN(c2ccc(C)cc2)S(=O)(=O)c2c(C)noc2C)cc1OC	-8	5%	16	13	24	-10	0.2	-1	0.0
46	COC(=O)C(O)(NC(=O)OCc1ccccc1)C(F)(F)F (centres undefined)	0	4%	-17	22	2	0	0.1	5	-3.9
47	O=C(c1cc2cc(Cl)cc(Cl)c2oc1=O)N1CCOCC1	6	2%	-28	-18	-16	4	-0.4	8	1.6
48	Cc1cc(OCC(=O)Nc2ccncc2)ccc1Br	5	10%	9	6	-6	-1	-0.4	2	-2.6
49	COCCN(CCOC)C(=O)c1sc2nc(-c3ccccc3)cn2c1C	-1	9%	-4	26	14	-4	0.0	1	-3.5
50	O=C(NCCCN1CCCC1=O)c1ccc(Cl)c(NS(=O)(=O)c2ccc(F)cc2)c1	2	4%	-8	13	2	6	-0.7	4	-1.2

(listing goes on)
item	molecule	5HT1E antag	NADH enzymes	Ecoli tolC	RORa activator	SF-1 act	5-HT1A blocker	5HT1E ag	MMP-13 inhibitor	HTR1A agonist
51	COCCn1c(C)cc(C(=O)CSc2nnc3ccccn23)c1C	-7	4%	-9	-46	-30	2	1.4	-1	-4.5
52	O=S(=O)(c1ccccc1)c1nc(-c2ccco2)oc1N1CCCCCC1	0	23%	82*	-6	-14	14	0.0	4	-0.9
53	CCc1c(C(=O)NCc2ccccc2Cl)[nH]c(C)c1C(C)=O	-9	5%	16	-20	8	-2	-0.1	5	-2.3
54	COc1ccc(C)cc1NC(=O)c1cc2ccccc2o1	8	1%	8	21	18	42	-0.5	3	-2.4
55	COc1ccc(-c2cn3c(C)c(C(=O)Nc4cc(NC(C)=O)ccc4OC)sc3n2)cc1	2	4%[fluoresces]	1	23	16	16	0.5	-20	4.2
56	CCNS(=O)(=O)c1cc(Br)ccc1OC	1	3%	-5	-10	4	1	0.7	-4	0.4
57	COC(=O)c1[nH]c2ccc(Cl)cc2c1NC(=O)CCN1CCN(C2CCCCC2)CC1	5	3%	-2	2	-24	18	-0.3	-21	1.0
58	COc1ccc(-c2nc(CS(=O)CC(=O)NCCCN3CC(C)CC(C)C3)c(C)o2)cc1OC (centres undefined)	4	3%	-7	-4	-9	-15	-0.1	-11	-1.6

Fetched by compound from the list above:
item	molecule	5HT1E antag	NADH enzymes	Ecoli tolC	RORa activator	SF-1 act	5-HT1A blocker	5HT1E ag	MMP-13 inhibitor	HTR1A agonist
22	CCOC(=O)CCn1c(CC(=O)OCC)nc2ccccc21	1	2%	-3	8	-3	9	-0.1	6	-5.0
42	C=CCn1c(N2CCCCCC2)nc2c1c(=O)n(C)c(=O)n2C	0	7%	9	5	4	-3	0.2	0	-0.6

Compound activity deposited in PubChem by several laboratories.
